PMI activator = activators of human phosphomannose isomerase; AID 1214; P34949; purified human PMI, coupled resazurin fluorescence, 20 min; hits give high values; 1 = vehicle control, 0 substrate-free wells; activation factor at 20 µM; hit rate 0.005% among 190,000;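 active means activation factor of 2 or more at 20 µM, relative to plate controls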
Target sequence (P34949 whole entry, looked up): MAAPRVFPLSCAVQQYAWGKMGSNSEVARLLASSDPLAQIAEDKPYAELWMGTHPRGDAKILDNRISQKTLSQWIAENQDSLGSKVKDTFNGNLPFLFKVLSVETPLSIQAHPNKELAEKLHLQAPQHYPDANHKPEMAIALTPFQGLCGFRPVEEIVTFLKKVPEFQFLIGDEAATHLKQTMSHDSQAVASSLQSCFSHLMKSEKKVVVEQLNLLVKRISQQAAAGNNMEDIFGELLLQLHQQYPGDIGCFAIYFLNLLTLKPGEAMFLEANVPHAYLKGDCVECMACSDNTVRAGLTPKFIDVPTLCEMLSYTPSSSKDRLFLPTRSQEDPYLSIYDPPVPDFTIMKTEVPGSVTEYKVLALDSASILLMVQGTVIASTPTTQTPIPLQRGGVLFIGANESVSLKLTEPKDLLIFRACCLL
PMI act satM6P = PMI (human) activation, high substrate; coupled PMI enzyme assay, resazurin fluorescence, 20 min; hits give high values; 1 = untreated enzyme, 0 = substrate-free blank; activation factor at 20 µM; hit rate 0.34% among 190,000; AID 1216;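 active means activation factor of 2 or more at 20 µM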
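Test system: human PMI in coupled enzyme assay; Input: PMI at 15 ng/mL final; Medium: HEPES buffer, pH 7.4; Schedule: 20 min incubation at room temperature; Technique: resorufin fluorescence at Ex 544/Em 590 nm; Compound: 20 µM single dose; Probe or stimulus: Near-saturating mannose-6-phosphate, 1.0 mM.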
bIAP act = intestinal alkaline phosphatase (bovine) activation; activation factor at 20 µM; AID 1016; hit rate 0.17% among 200,000; purified bovine IAP, CDP-star luminescence, 30 min; hits give high values; fold of DMSO-control signal, blank-subtracted;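 active means activation factor of 2 or more at 20 µM, a signal rise over negative controls twice the positive control's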
APP 5'UTR act = APP 5'UTR luciferase reporter activation; SH-SY5Y APP 5'UTR luciferase reporter, luminescence; zero percent = DMSO vehicle wells; activation, % at 2 µM; hit rate 1% among 190,000;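 active means activation above a set limit, based on mean plus 3 SD of controls, cut at about 140% in these data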; further: values of inactives mirror those of a sister screen read the other way
FLuc inh counter = Photinus pyralis luciferase inhibition counter-screen. hit rate 1.5% among 200,000. P08659. ATPLite firefly luciferase biochemical luminescence, 10 min. inhibition, % at 10 µM;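 active means inhibition above about 50% when tested at 10 µM, limit read from the data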
Target sequence (P08659 whole entry, looked up): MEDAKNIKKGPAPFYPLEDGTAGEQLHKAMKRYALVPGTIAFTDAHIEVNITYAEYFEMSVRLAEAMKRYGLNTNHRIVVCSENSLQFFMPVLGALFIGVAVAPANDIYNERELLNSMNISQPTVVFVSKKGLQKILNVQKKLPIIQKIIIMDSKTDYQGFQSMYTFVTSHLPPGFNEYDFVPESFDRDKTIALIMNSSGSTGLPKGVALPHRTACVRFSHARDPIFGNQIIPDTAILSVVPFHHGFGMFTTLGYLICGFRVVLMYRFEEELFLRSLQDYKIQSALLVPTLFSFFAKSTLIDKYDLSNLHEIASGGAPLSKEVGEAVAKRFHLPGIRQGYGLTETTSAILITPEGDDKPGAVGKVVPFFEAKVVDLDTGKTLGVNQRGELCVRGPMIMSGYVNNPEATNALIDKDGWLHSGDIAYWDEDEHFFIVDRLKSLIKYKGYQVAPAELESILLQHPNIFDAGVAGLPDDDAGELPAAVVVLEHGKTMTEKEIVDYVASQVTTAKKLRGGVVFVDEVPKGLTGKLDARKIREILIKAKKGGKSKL
TNAP act hi DEA = TNAP (human) activation, high acceptor | 200,000 tested, under 10 active | P05186 | purified TNAP, CDP-star luminescence, 1 M DEA, 30 min; hits give high values; 0 = EDTA background, 1 = DMSO-only activity | activation factor at 20 µM | AID 1136;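 active means activation factor at least 2 at 20 µM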
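Dosing: 20 µM single point. System: human TNAP. Amount: TNAP 1/800 final. Incubation: 30 min, room temperature. Read-out: TNAP activation factor scaled between EDTA and DMSO control wells. Signal: luminescence from CDP-star hydrolysis. Medium: 1 M DEA, pH 9.8, Mg2+, Zn2+. Control set: EDTA negative control, DMSO positive control.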
NF-kB expr up = raises NF-kB expression in human neuronal cells; NF-kB reporter expression; hits give high values; fold change at 12.5 µM; hit rate 1.6% among 190,000; AID 1239; in the data active means fold change above about 3.3
TNAP inh no acc = inhibitors of human TNAP without phosphate acceptor; AID 1012; hit rate 0.26% among 200,000; purified TNAP, CDP-star luminescence, 30 min; P05186; inhibition, % at 20 µM;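 active means tissue-nonspecific alkaline phosphatase inhibition above about 50% at 20 µM in the single-dose screen, limit read from the data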;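 further: 0% = DMSO negative control and 100% = EDTA positive control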
FLuc stim CS = affects firefly luciferase, flagging false hits in luciferase stimulation screens; ATPlite luciferase biochemical, luminescence, 10 min; 0 = ATP-free wells, 1 = DMSO control; 200,000 tested, under 10 active; activation factor at 10 µM; P08659;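 active means luciferase activation factor, scaled between plate controls, of at least 2 with compound at 10 µM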
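Material: luciferase plus luciferin reagent, cell-free. Medium: PBS buffer for ATP. Also added: ATP substrate, dispensed from a 10.24 µM working solution in PBS. Doses: test compounds dosed from 2 mM stocks in 100% DMSO. Incubation: 10 min post-reagent at room temperature. Technique: light output (luminescence). Read-out basis: luminescence gain marking luciferase activators.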
TNAP inh hiacc = TNAP (human) inhibition, high acceptor; P05186; purified TNAP, CDP-star luminescence, 1 M DEA; inhibition, % at 20 µM; hit rate 0.03% among 200,000; AID 1135;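 active means over 50% inhibition of tissue-nonspecific alkaline phosphatase at 20 µM in the single-dose screen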;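 further: plate controls were DMSO wells for no effect and EDTA-quenched wells as full inhibition for full effect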
Numbers without * were called inactive; . = not tested or not shown.

SMILES | PMI activator | PMI act satM6P | bIAP act | APP 5'UTR act | FLuc inh counter | TNAP act hi DEA | NF-kB expr up | TNAP inh no acc | FLuc stim CS | TNAP inh hiacc
CC(C)Cn1c(N)c(C(=O)COC(=O)c2cc(C(F)(F)F)nc3c(C(F)(F)F)cccc23)c(=O)n(C)c1=O | 1 | 1 | 1 | -3 | -9 | 1 | 0.98 | -5 | 1.1 | 0
CCCCCCn1c(N)c(C#N)c2ccc([N+](=O)[O-])cc2c1=O | 0.8 | 0.4 | 0.8 | -2 | -6 | 1 | 0.66 | 1 | 1.1 | 3
Cc1cc(C)cc(NC(=O)C(Nc2ccccc2)c2ccccc2)c1 (stereo not given) | 0.9 | 0.9 | 1 | 5 | -2 | 1 | 0.83 | -4 | 1 | -2
Cc1nn(Cc2ccccc2)c(C)c1NC(=O)c1cc(-c2ccco2)on1 | 1 | 1.1 | 0.9 | -4 | -6 | 1.1 | 1.1 | -12 | 1.1 | -5
COc1ccccc1N(C)S(=O)(=O)c1ccc(C(=O)OCC(N)=O)cc1 | 1 | 1 | 1.2 | -14 | -4 | 1 | 1 | 1 | 1 | -4
CC1OC23CCCCC2C(C#N)(C(=N)O3)C1(C#N)C#N (stereo not given) | 0.9 | 0.6 | 1 | -24 | -7 | 1 | 0.87 | 0 | 1.1 | -2
Cc1cc(Br)ccc1NC(=O)CN1C(=O)C2C3CC(c4ccccc4)C(C3)C2C1=O (stereo not given) | 0.8 | 0.8 | 0.9 | -5 | -6 | 1 | 0.58 | -7 | 1.1 | -4
COc1ccc(N2C(=O)CC(N3CCC(O)(c4ccc(Cl)cc4)CC3)C2=O)cc1 (stereo not given) | 1 | 1 | 0.9 | 4 | -8 | 1 | 1 | -8 | 1.1 | -1
Cc1cnc(C(=O)OCC(=O)N2CCN(C(=O)c3ccco3)CC2)cn1 | 1 | 0.9 | 0.9 | -1 | -4 | 1 | 1.1 | -10 | 1 | -4
C=CCn1c(COc2cccc3cccnc23)nnc1SCC(=O)O | 0.9 | 1 | 0.9 | 3 | -5 | 1 | 1 | -11 | 1.1 | -4
O=C(c1cccs1)n1cc(C(=S)N2CCOCC2)c2ccccc21 | 0.9 | 0.9 | 1 | -5 | -2 | 1 | 1 | -7 | 1 | -3
C=CCOC(=O)/C(=C\c1ccccc1)NC(=O)c1ccco1 | 1 | 1 | 1.1 | 1 | -4 | 1 | 1 | -11 | 1 | 1
COc1ccc(OC)c(NC(=O)C2COc3ccccc3O2)c1 (stereo not given) | 1 | 1 | 0.9 | -5 | -7 | 1.1 | 1.4 | 1 | 1.1 | -7
Cc1cccc(N=N/C(=C\O)C(=O)c2ccc(Br)cc2)c1 | 0.8 | 0.9 | 1.1 | -19 | 2 | 0.9 | 1.1 | 8 | 1 | 9
CCOc1cccc(OCCCCn2ccnc2)c1 | 0.9 | 0.9 | 0.9 | -27 | -6 | 1 | 0.89 | -4 | 1.1 | -2
COc1ccc(NCC(=O)N/N=C/C(C)c2ccccc2)cc1 (stereo not given) | 0.9 | 0.8 | 1.1 | -15 | -8 | 1.1 | 1.1 | 6 | 1.1 | -6
O=C(c1cnn2c(C(F)(F)F)cc(-c3ccc4c(c3)OCO4)nc12)N1CCCC1 | 0.9 | 0.9 | 0.9 | 7 | -2 | 1 | 1.4 | -9 | 1 | -2
Cc1cccc(NC(=O)CS(=O)(=O)c2cn(CC(=O)N3CCOCC3)c3ccccc23)c1 | 1.1 | 1.1 | 1 | 1 | -6 | 1 | 1.2 | 2 | 1.1 | 3
O=C(Nc1nncs1)c1cccc(S(=O)(=O)N2CCOCC2)c1 | 1 | 1.1 | 0.9 | 10 | -4 | 1 | 1.4 | -10 | 1 | -3
C/C(=N/NC(=O)c1cc(-c2cccc([N+](=O)[O-])c2)n[nH]1)c1ccc(Cl)cc1 | 0.9 | 0.9 | 1 | 7 | -5 | 1 | 1.1 | -7 | 1.1 | 0
COc1ccc(-n2nc(C(=O)NCC(=O)NCC3COc4ccccc4O3)c3ccccc3c2=O)cc1OC (stereo not given) | 1 | 1.1 | 1 | -12 | -8 | 1 | 0.98 | -14 | 1.1 | -3
COC(=O)CCC(=O)NNC(=O)c1cccc(Br)c1 | 1.1 | 1.1 | 1.1 | 5 | -4 | 1 | 1.1 | -5 | 1 | -1
CC(C)Cn1c(-c2ccc(Cl)cc2)cnc1SCC(=O)N1CCOCC1 | 1.1 | 1 | 1.1 | 9 | -7 | 1.1 | 1 | 5 | 1.1 | -10
CCCc1cc2c(cc1NC(=O)c1ccc(C(C)(C)C)cc1)OCO2 | 0.9 | 0.9 | 1 | 23 | -4 | 1 | 1.2 | -5 | 1 | 0
O=C(c1ccc(S(=O)(=O)N2CCOCC2)cc1)N(c1ccc(F)cc1)C1C=CS(=O)(=O)C1 (stereo not given) | 0.8 | 0.8 | 1 | 13 | -4 | 1.1 | 1.1 | 5 | 1 | -6
SMILES | PMI activator | PMI act satM6P | bIAP act | APP 5'UTR act | FLuc inh counter | TNAP act hi DEA | NF-kB expr up | TNAP inh no acc | FLuc stim CS | TNAP inh hiacc
O=C(O)CC1=C(Nc2ccccc2)C(=O)N(c2ccccc2)C1c1ccc(Br)cc1 (stereo not given) | 1 | 0.9 | 1 | 7 | -6 | 1.1 | 1.3 | -6 | 1.1 | -9
Cc1ccc(OCC(=O)NC2CC(C)(C)NC(C)(C)C2)c(C)c1 | . | . | 1.1 | -13 | 0 | 1 | 0.79 | -7 | 1 | -3
CSc1ccccc1NC(=O)c1noc2c1CCC2 | 1.2 | 1.5 | 0.9 | 18 | 4 | 1 | 1.8 | -5 | 1 | -1
O=C(O)CC/C(=N\Nc1ccc(S(=O)(=O)N2CCCC2)cc1[N+](=O)[O-])c1cccs1 | 1 | 1.1 | 1 | . | -7 | 0.8 | 0.98 | 21 | 1.1 | 18
CC(C)(C)NC(=O)C(c1ccncc1)N(Cc1cccs1)C(=O)Cn1nnc(-c2cccs2)n1 (stereo not given) | 0.9 | 0.9 | 0.9 | 6 | -1 | 1.1 | 0.76 | -17 | 1 | -6
CCOCCCNC(=O)c1ccc(Cn2c(=S)[nH]c3c([nH]c4ccc(OC)cc43)c2=O)cc1 | 1.1 | 1.1 | 1.1 | 19 | -2 | 1 | 1.3 | -5 | 1 | 0
CC(C)N1C(=O)S/C(=C/c2ccccc2OCc2ccc(C(=O)O)cc2)C1=O | 1 | 1 | 1.1 | 4 | -2 | 1 | 0.86 | -12 | 1 | -4
COc1cc(C2NC(=O)NC(C)=C2C(=O)OCC2CCCO2)cc(OC)c1OC (stereo not given) | 0.9 | 0.9 | 1 | -19 | -2 | 1 | 1.3 | -1 | 1 | -3
C=CCn1c(SCC(C)=O)nnc1-c1cc(-c2ccccc2)sc1N | 1 | 1 | 1 | 5 | -6 | 1 | 1 | -16 | 1.1 | -3
CCOC(=O)C1CCCN(S(=O)(=O)c2c(C)c(C)cc(C)c2C)C1 (stereo not given) | 0.9 | 0.9 | 1 | 10 | -4 | 1 | 1.2 | -5 | 1 | -1
CC(C)c1nc2ccc(C(=O)O)cc2[nH]1 | 1 | 1 | 1 | 1 | -4 | 1 | 1.6 | 6 | 1 | 1
O=C(Nc1ccc(O)cc1)c1ccc(C(=O)c2ccccc2)o1 | 0.9 | 1 | 0.8 | -9 | 42 | 1 | 3.2 | -6 | 0.6 | 0
O=C(CSCc1ccccc1)N1CCN(Cc2ccc3c(c2)OCO3)CC1 | 0.9 | 0.9 | 0.9 | -1 | -5 | 1 | 1.2 | -7 | 1.1 | -2
Cc1nn(-c2ccc(F)cc2)c(C)c1CN1CCN(CCC(C)C)C(CCO)C1 (stereo not given) | 1 | 1.1 | 0.9 | -6 | -5 | 1.1 | 1.4 | -11 | 1.1 | -9
O=C(CCN1C(=O)C2C3CCC(C3)C2C1=O)OCC(=O)c1cccc([N+](=O)[O-])c1 (stereo not given) | 1 | 1 | 1.4 | 1 | -1 | 1 | 1.2 | -5 | 1 | -3
CCOC(=O)c1ccc(S(=O)(=O)N2CCNCC2)cc1 | 1.1 | 1.1 | 0.9 | 6 | -4 | 1.1 | 1.1 | -12 | 1 | -6
CCO[C@H]1OC(C(=O)N2CCN(Cc3ccc4c(c3)OCO4)CC2)=C[C@@H](c2ccc3c(c2)OCO3)[C@@H]1CCCO | 0.8 | 0.8 | 1 | -2 | -2 | 1 | 0.59 | -8 | 1 | 0
CCN(CC)C(=O)/C(=C/c1cccc([N+](=O)[O-])c1)NC(=O)c1ccco1 | 1 | 1 | 1 | -7 | 0 | 1 | 1.6 | -5 | 1 | 2
COc1ccc(Cn2c(CCC(=O)Nc3ccccc3OC)nc3cccnc32)cc1 | 1 | 0.9 | 1.1 | -3 | -9 | 1 | 0.67 | -13 | 1.1 | -1
COc1ccc(-c2coc3cc4oc(=O)cc(C)c4cc23)cc1F | 1 | 1.1 | 0.9 | 7 | -2 | 1.1 | 0.93 | -5 | 1 | -7
Cc1ccc(SCCC(=O)NCCSCc2ccccc2C)cc1 | 0.9 | 0.9 | 0.9 | -21 | -1 | 1 | 1.1 | -10 | 1 | -4
CC(=O)Nc1cccc(NC(=O)C2CCCN2C(=O)Nc2ccc(Cl)cc2)c1 (stereo not given) | 1 | 1 | 1 | 17 | -9 | 1.1 | 1.2 | -14 | 1.1 | -6

Arranged by molecular weight (low to high): part of the list above
SMILES | PMI activator | PMI act satM6P | bIAP act | APP 5'UTR act | FLuc inh counter | TNAP act hi DEA | NF-kB expr up | TNAP inh no acc | FLuc stim CS | TNAP inh hiacc
CSc1ccccc1NC(=O)c1noc2c1CCC2 | 1.2 | 1.5 | 0.9 | 18 | 4 | 1 | 1.8 | -5 | 1 | -1
C=CCn1c(SCC(C)=O)nnc1-c1cc(-c2ccccc2)sc1N | 1 | 1 | 1 | 5 | -6 | 1 | 1 | -16 | 1.1 | -3
CC(=O)Nc1cccc(NC(=O)C2CCCN2C(=O)Nc2ccc(Cl)cc2)c1 (stereo not given) | 1 | 1 | 1 | 17 | -9 | 1.1 | 1.2 | -14 | 1.1 | -6
COc1ccc(Cn2c(CCC(=O)Nc3ccccc3OC)nc3cccnc32)cc1 | 1 | 0.9 | 1.1 | -3 | -9 | 1 | 0.67 | -13 | 1.1 | -1
O=C(O)CC/C(=N\Nc1ccc(S(=O)(=O)N2CCCC2)cc1[N+](=O)[O-])c1cccs1 | 1 | 1.1 | 1 | . | -7 | 0.8 | 0.98 | 21 | 1.1 | 18
O=C(O)CC1=C(Nc2ccccc2)C(=O)N(c2ccccc2)C1c1ccc(Br)cc1 (stereo not given) | 1 | 0.9 | 1 | 7 | -6 | 1.1 | 1.3 | -6 | 1.1 | -9
CCOCCCNC(=O)c1ccc(Cn2c(=S)[nH]c3c([nH]c4ccc(OC)cc43)c2=O)cc1 | 1.1 | 1.1 | 1.1 | 19 | -2 | 1 | 1.3 | -5 | 1 | 0
CC(C)(C)NC(=O)C(c1ccncc1)N(Cc1cccs1)C(=O)Cn1nnc(-c2cccs2)n1 (stereo not given) | 0.9 | 0.9 | 0.9 | 6 | -1 | 1.1 | 0.76 | -17 | 1 | -6

Compound activity deposited in PubChem BioAssay by several laboratories.
